Screening data from PubChem.
LYPLA1 counter: blocks human lysophospholipase 1, a PME1 counter-screen | O75608 | AID 2174 | inhibition, % at 5.9 µM | recombinant LYPLA1, FP-Rh probe fluorescence polarization | actives 0.16% (n = 320,000);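 active = inhibition above the mean of all tested compounds plus 3 SD, set per campaign, cut at about 14% in these data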;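 also: inhibitors block serine hydrolase probe labeling of LYPLA1 so polarization falls; 0% = enzyme with DMSO and 100% = wells lacking LYPLA1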
Target sequence (O75608 whole entry, looked up): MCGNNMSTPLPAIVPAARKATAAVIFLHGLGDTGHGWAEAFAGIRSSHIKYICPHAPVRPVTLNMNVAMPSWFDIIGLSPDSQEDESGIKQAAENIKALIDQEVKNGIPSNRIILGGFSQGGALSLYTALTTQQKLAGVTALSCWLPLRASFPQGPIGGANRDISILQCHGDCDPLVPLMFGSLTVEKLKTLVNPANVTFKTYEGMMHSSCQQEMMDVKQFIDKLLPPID
pPAFAH FP inh: pPAFAH (human) enzyme inhibition; Q13093; recombinant pPAFAH, FP-rhodamine probe fluorescence polarization; inhibition, % at 3.39 µM; actives 1.5% (n = 330,000); AID 463082;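 active = inhibition above the mean inhibition across the screen plus 3 SD, cut at about 25% in these data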;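 also: inhibitors block binding of the rhodamine activity-based probe so polarization drops; 0% = enzyme with DMSO and 100% = wells lacking pPAFAH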
PAFAH1B2 inh: inhibitors of human PAFAH1B2; P68402; recombinant PAFAH1B2, FP-rhodamine activity probe, fluorescence polarization; inhibition, % at 3.39 µM; actives 1.2% (n = 340,000);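 active = inhibition above the mean of all tested compounds plus 3 SD, cut at about 24% in these data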;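 also: 0% = enzyme with DMSO and 100% = wells lacking PAFAH1B2; many of its hits are not listed in these tables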
LYPLA2 counter: counter-screen for PME1 inhibitors: inhibitors of human LYPLA2. recombinant LYPLA2, FP-Rh probe fluorescence polarization. inhibition, % at 5.9 µM. actives 0.38% (n = 320,000). AID 2177;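 active = inhibition above the screen-wide mean plus 3 SD, limit set per campaign, cut at about 26% in these data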;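 also: 0% = LYPLA2 with DMSO and 100% = wells lacking LYPLA2 enzyme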
GSTO1 counter: GSTO1 inhibition, counter-screen for RBBP9 inhibitors; P78417; recombinant GSTO1, activity-based probe fluorescence polarization; inhibition, % at 5.96 µM; actives 1.1% (n = 300,000); AID 1974;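 active = inhibition above the campaign mean inhibition plus 3 SD, cut at about 35% in these data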;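 also: 0% = GSTO1-1 with DMSO and 100% = wells lacking GSTO1-1 enzyme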
PAD4 FP inh: blocks human protein arginine deiminase 4; Q9UM07; recombinant PAD4, RCA probe fluorescence polarization; inhibition, % at 6.36 µM; actives 0.41% (n = 330,000);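 active = percent inhibition above a cutoff equal to the mean of all tested compounds plus 3 SD, cut at about 15% in these data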;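 also: 0% = PAD4 with RCA probe and DMSO and 100% = probe without PAD4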
PME-1 primary: blocks human protein phosphatase methylesterase 1 | inhibition, % at 5.9 µM | AID 2130 | Q9Y570 | actives 0.53% (n = 320,000) | recombinant PME-1, FP-Rh probe fluorescence polarization;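 active = inhibition above the campaign mean of all compounds plus 3 SD, cut at about 26% in these data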;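 also: competitive labeling of PME-1 active site by serine hydrolase directed probe; 0% = PME-1 with DMSO and 100% = wells lacking PME-1 enzyme; inhibitors block probe labeling so polarization falls and inhibition rises; many of its hits are not listed in these tables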
Target sequence (Q9Y570 whole entry, looked up): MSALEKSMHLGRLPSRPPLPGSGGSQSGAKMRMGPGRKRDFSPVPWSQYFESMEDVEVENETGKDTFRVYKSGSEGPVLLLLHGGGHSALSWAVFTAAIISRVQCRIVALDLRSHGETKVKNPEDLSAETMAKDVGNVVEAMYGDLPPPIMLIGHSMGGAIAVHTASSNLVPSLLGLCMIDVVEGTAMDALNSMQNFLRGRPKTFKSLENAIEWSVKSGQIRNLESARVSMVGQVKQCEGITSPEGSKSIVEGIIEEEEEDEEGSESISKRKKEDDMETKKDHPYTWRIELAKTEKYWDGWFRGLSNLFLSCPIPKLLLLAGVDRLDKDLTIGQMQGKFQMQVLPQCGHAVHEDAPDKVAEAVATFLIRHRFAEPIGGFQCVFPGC
PAFAH1B3 inh: PAFAH1B3 (human) inhibition | inhibition, % at 3.39 µM | Q15102 | actives 0.28% (n = 340,000) | AID 492972 | recombinant PAFAH1B3, FP-rhodamine probe, fluorescence polarization;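 active = inhibition above the screen-wide average of all tested compounds plus 3 SD, cut at about 25% in these data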;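 also: 0% = enzyme with DMSO only and 100% = wells lacking PAFAH1B3 protein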
Target sequence (Q15102 whole entry, looked up): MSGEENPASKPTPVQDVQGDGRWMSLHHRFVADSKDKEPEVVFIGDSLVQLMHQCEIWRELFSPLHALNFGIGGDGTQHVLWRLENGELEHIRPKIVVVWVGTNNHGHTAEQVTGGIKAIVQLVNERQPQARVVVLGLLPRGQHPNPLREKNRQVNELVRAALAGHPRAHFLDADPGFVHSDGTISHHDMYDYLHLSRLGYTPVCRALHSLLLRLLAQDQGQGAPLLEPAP
PREPL inhibitor: inhibitors of human prolyl oligopeptidase-like enzyme PREPL | AID 2751 | inhibition, % at 5.96 µM | actives 0.68% (n = 320,000) | recombinant PREPL, fluorescence polarization activity-based probe; in the data active = inhibition above about 43%;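 also: 0% = enzyme with DMSO and 100% = wells lacking enzyme; many of its hits are not listed in these tables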
* hit, by the source's call; . = not tested or not shown; & = joins results of further samples. The list is partial; the hit share may differ from the screen's.

SMILES | LYPLA1 counter | pPAFAH FP inh | PAFAH1B2 inh | LYPLA2 counter | GSTO1 counter | PAD4 FP inh | PME-1 primary | PAFAH1B3 inh | PREPL inhibitor
CSCC[C@H](NC(=O)Nc1ccc(OC(F)(F)F)cc1)C(=O)O | 1 | 6 | 8 | 3 | 4 | 4 | 1 | 4 | 11
NS(=O)(=O)OCCCc1ccc(C(F)(F)F)cc1 | 1 | 7 | 11 | 6 | 25 | -1 | 2 | 1 | -5
COc1ccc(C(=O)OC(C)C(=O)NC(C)CCc2ccccc2)cc1[N+](=O)[O-] (centres undefined) | 1 | -4 | 15 | -2 | -3 | -3 | -3 | 7 | 0
COc1ccc(-n2ncc3c(NC(C)C)ncnc32)cc1 | -1 | 5 | 0 | 1 | -1 | -2 | 5 | -3 | -3
C(=N\N1CCN(Cc2ccccc2)CC1)/c1cccs1 | -1 | 0 | 4 | -5 | -7 | 6 | 1 | 8 | 2
CSc1cccc(NC(=S)N(Cc2ccc(C)cc2)Cc2cccnc2)c1 | -2 | 2 | 1 | 0 | 9 | 1 | -5 | 2 | 12
Nc1nc(SCC(=O)NCc2ccc(F)cc2)[nH]c(=O)c1NC(=O)c1ccc(Cl)cc1 | -1 | 1 | 2 | 3 | 2 | -2 | 2 | 5 | 3
CC1CN(S(=O)(=O)c2cccc(C(=O)NN3CCN(C)CC3)c2)CC(C)O1 (centres undefined) | 4 | 2 | -2 | 1 | 1 | 0 | -4 | 6 | 13
CC(C)=CC[N+]1(C)CCCCC1 | 0 | 1 | 4 | 0 | -1 | -2 | -5 | 7 | -6
Cn1cnnc1Sc1ccc(C(=O)OCC(=O)NCC(F)(F)F)cc1[N+](=O)[O-] | -1 | 6 | 1 | -2 | 6 | -2 | -1 | 5 | -2
CCOCCCNC(=O)C1CCN(S(=O)(=O)c2ccc(C)cc2)CC1 | -1 | 0 | 3 | 3 | 3 | 0 | -1 | 3 | 3
O=C(CNC(=O)c1ccc(S(=O)(=O)N2CCCC2)cc1)N/N=C/c1c(Cl)cccc1Cl | -2 | 7 | 0 | 26* | 5 | -4 | 0 | 13 | 2
CCOc1ccc(CNC(=O)CCCn2nc(C)c3c(C)n(-c4ccc(C)cc4)nc3c2=O)cc1 | 3 | 5 | 7 | 8 | 4 | -4 | 5 | 0 | 4
CCOc1ccc(/C=N/n2c(C3CCCCC3)n[nH]c2=S)cc1 | -4 | 1 | 2 | 8 | -4 | 2 | 4 | 6 | -6
C=CCn1c(SCC(=O)Nc2nnc(C)s2)nnc1-c1cccnc1 | -1 | 2 | -3 | 1 | 6 | 2 | 3 | 9 | 1
COc1ccc(OC)c(NC(=O)CNC(=O)c2ccc([N+](=O)[O-])cc2)c1 | -1 | 2 | -4 | -1 | -3 | -1 | 0 | 6 | 2
COc1ccc(C(=O)COC(=O)CN2C(=O)C3C4C=CC(C4)C3C2=O)cc1 (centres undefined) | 0 | 1 | 4 | -2 | 2 | 4 | -2 | 2 | -1
CN(CC(=O)NCc1ccccc1Cl)S(=O)(=O)c1ccc2c(c1)n(C)c(=O)c(=O)n2C | 0 | 6 | 3 | -8 | 2 | -1 | 7 | 5 | 19
CCOC(=O)N1CCC(N2C(=O)c3ccccc3C2Nc2ccc(S(=O)(=O)N3CCCCC3)cc2)CC1 (centres undefined) | 1 | 17 | . | 5 | -43 | 0 | 15 | . | 3
O=C(/C=C/c1cc([N+](=O)[O-])ccc1OC(F)F)Nc1cccc(OC(F)F)c1 | -8 | 2 | 6 | -7 | -2 | -3 | -1 | 2 | -1
COc1ccc(N2CCN(C(=O)CN(C)S(=O)(=O)c3ccc4c(c3)c(=O)n(C)c(=O)n4C)CC2)cc1 | 6 | 4 | 0 | 61* | 2 | -3 | 3 | 4 | 11
Cc1ccc(C(=O)OCC(=O)NCC2COc3ccccc3O2)cc1 (centres undefined) | 2 | -5 | 4 | 0 | . | -8 | 3 | 18 | 5
CCOC(=O)CSc1nc(=O)n2ccc(C)cc2n1 | -4 | 4 | -2 | -2 | 1 | 4 | -1 | -4 | -8
CCN(CC)CCNC(=O)c1ccc(NC2=NC3CS(=O)(=O)CC3S2)cc1 (centres undefined) | 1 | 4 | -2 | -1 | 2 | -1 | -6 | 18 | 0
Cc1cccc(NC(=O)c2ccc(-n3ccnc3)nc2)c1 | 0 | -1 | -1 | -6 | 4 | 6 | -5 | 6 | -4
COc1cc2sc(-c3ccccc3OC)c(-c3ccc(OCCN4CCOCC4)cc3)c2cc1OC | . | 19 | 1 | . | . | 0 | . | 4 | .
Cc1ccc(C)c(OCc2ccc(C(=O)NN)o2)c1 | 0 | 2 | 9 | 3 | 2 | 2 | -10 | 13 | -11
Cc1csc(SCC(=O)N(C)c2c(N)n(Cc3ccccc3)c(=O)[nH]c2=O)n1 | -1 | 6 | -9 | 2 | 4 | 5 | 10 | 7 | 7
COc1ccc(S(=O)(=O)N2CCC(C(=O)Oc3cccc(C)c3)CC2)cc1OC | -3 | 2 | 0 | 5 | 2 | 1 | 1 | 7 | 3
O=C(COc1ccccc1)Nc1ncc2c(n1)CCCC2=O | -3 | -3 | 3 | 0 | -2 | -4 | 1 | -4 | 12
CC(C)(C)OC(=O)C[C@@H]1C/C=C\C[C@@H](CC(=O)N(CCO)Cc2ccccc2)C(=O)NCCOC1=O | . | 3 | -1 | . | . | -6 | . | 3 | 4
O=C(CNC(=O)c1cccs1)NCC(=O)OCc1ccc(Cl)cc1 | -1 | 4 | 10 | 5 | -4 | -3 | -3 | 3 | -4
Nn1c(SCC(=O)NC2CCS(=O)(=O)C2)nnc1-c1ccco1 (centres undefined) | . | -2 | 4 | . | . | 11 | . | 11 | -5
Cn1c(=O)[nH]c(=O)c2c1nc(N/N=C/C(Br)=C/c1ccccc1)n2CCO | -1 | -2 | 8 | 1 | 35* | -1 | 1 | 3 | 11
CCOc1ccc(CCNC(=O)CCS(=O)(=O)c2ccc(OC)cc2)cc1OCC | -1 | 34* | 0 | 5 | 2 | -3 | -5 | -2 | 20
N#Cc1cnc2sc3ccccc3n2c1=N | 1 | 1 | 4 | 0 | 4 | -2 | -5 | -1 | 2
O=C(CC1C(=O)NCCN1C/C=C/c1ccccc1)NCCc1ccncc1 (centres undefined) | 3 | 2 | -1 | 5 | -3 | 1 | 1 | 1 | 12
C/C(=N\NC(N)=O)c1c(F)cccc1F | 1 | -6 | -8 | 2 | -8 | 4 | 3 | 4 | 9
O=C(NNC(=O)c1ccc(-c2ccc([N+](=O)[O-])cc2)o1)c1ccncc1 | 1 | 9 | 2 | 2 | . | 3 | 4 | -3 | 18
C/C(=N\Nc1nc(C)cc(C)n1)c1ccc(N2CCOCC2)cc1 | 0 | -1 | 6 | 7 | -4 | -3 | 4 | 4 | 16
C=CCOc1ccc(CNC(C)(C)CO)cc1OCC | -5 | -2 | 5 | -3 | -2 | -3 | 0 | 7 | -11
O=c1c2cccnc2[nH]c(=S)n1CCCN1CCN(c2ccccc2F)CC1 | -5 | 4 | 0 | 2 | 5 | -2 | 3 | 10 | -3
CC1(C)Cc2c(sc(NC(=O)c3ccco3)c2C#N)CO1 | -5 | -1 | 7 | -1 | 5 | -4 | -2 | 12 | 6
COC(=O)c1c(NC(=O)CC2Nc3ccccc3NC2=O)sc(C)c1C (centres undefined) | -7 | -8 | 3 | -2 | 2 | -5 | -7 | -2 | 2
COC(=O)[C@@]12CCCN1[C@H](c1ccc(-c3ccccc3)c(OC)c1)[C@H]1C(=O)N(C)C(=O)[C@H]12 | . | -1 | 4 | . | . | 6 | . | 14 | 17
CC(C)(C)NC(=O)N1CCn2cccc2C1c1ccccc1F (centres undefined) | 4 | -2 | 2 | 8 | -1 | -5 | 1 | -8 | -7
CC(C)c1ccc(OCC(=O)N2CCN(c3ccccn3)CC2)c(Br)c1 | 1 | 1 | 0 | 9 | 6 | 4 | 5 | 0 | -36
COc1ccc(CCNC(=O)C(=O)N2CCCC2)cc1OC | -2 | 4 | 0 | 1 | -2 | -1 | 6 | 8 | -2
CNS(=O)(=O)Cc1ccc2[nH]cc(CCN(C)C)c2c1 | 1&0 | 0&-1 | -6&2 | 0&9 | 2&5 | -6&3 | -4&-4 | 1&5 | 6&-3
O=C(N/N=C/c1cccc([N+](=O)[O-])c1)C1COc2ccccc2O1 (centres undefined) | 3 | 0 | 7 | -1 | -3 | -3 | 1 | 6 | 9
CCCn1c(-c2ccccc2)cc(SC)c(C#N)c1=O | 0 | 0 | -4 | -4 | 0 | -3 | -7 | 10 | 2
CCc1ccc(NC(=O)C2CCN(S(=O)(=O)c3ccc4c(c3)CC(C)N4C(C)=O)CC2)cc1 (centres undefined) | 0 | -9 | 8 | 5 | -2 | 2 | 3 | 3 | -1
O=S(=O)(NCC1CCCO1)c1cccc(S(=O)(=O)N2CCCC2)c1 (centres undefined) | -2 | 1 | 0 | 5 | -5 | 0 | 0 | 7 | 4
CN1CCN(C(=O)c2ccccc2NC(=O)CCN2C(=O)c3ccccc3C2=O)CC1 | 0 | 2 | 4 | 7 | -6 | -4 | 18 | 2 | 3
COc1ccc(NC(=O)C(=O)NCC(c2ccco2)N2CCc3ccccc32)cc1 (centres undefined) | 1 | 6 | 1 | -2 | 0 | -2 | 0 | 3 | -8

Shown with each value named: entries from further up.
COc1ccc(NC(=O)C(=O)NCC(c2ccco2)N2CCc3ccccc32)cc1 (centres undefined)
  LYPLA1 counter = 1
  pPAFAH FP inh = 6
  PAFAH1B2 inh = 1
  LYPLA2 counter = -2
  GSTO1 counter = 0
  PAD4 FP inh = -2
  PME-1 primary = 0
  PAFAH1B3 inh = 3
  PREPL inhibitor = -8
COc1ccc(N2CCN(C(=O)CN(C)S(=O)(=O)c3ccc4c(c3)c(=O)n(C)c(=O)n4C)CC2)cc1
  LYPLA1 counter = 6
  pPAFAH FP inh = 4
  PAFAH1B2 inh = 0
  LYPLA2 counter = 61*
  GSTO1 counter = 2
  PAD4 FP inh = -3
  PME-1 primary = 3
  PAFAH1B3 inh = 4
  PREPL inhibitor = 11

Six compounds from above, showing only LYPLA2 counter.
structure	LYPLA2 counter
CNS(=O)(=O)Cc1ccc2[nH]cc(CCN(C)C)c2c1	0&9
O=C(N/N=C/c1cccc([N+](=O)[O-])c1)C1COc2ccccc2O1 (centres undefined)	-1
CCCn1c(-c2ccccc2)cc(SC)c(C#N)c1=O	-4
CCc1ccc(NC(=O)C2CCN(S(=O)(=O)c3ccc4c(c3)CC(C)N4C(C)=O)CC2)cc1 (centres undefined)	5
O=S(=O)(NCC1CCCO1)c1cccc(S(=O)(=O)N2CCCC2)c1 (centres undefined)	5
CN1CCN(C(=O)c2ccccc2NC(=O)CCN2C(=O)c3ccccc3C2=O)CC1	7
